# Shiga inhibitor: Shiga toxin inhibition. actives 9.2% (n = 290,000). inhibition, % at 38.7 µM. Vero cells, Shiga toxin protein synthesis inhibition reporter; in the data active = inhibition mostly above about 28%, no sharp cut-off; inactive = mostly below about 43%; note: 0% is about no effect
# AmpC inh no detg: inhibitors of E. coli AmpC beta-lactamase without detergent; P00811; AmpC nitrocefin hydrolysis, absorbance 480 nm, 0.0001% Triton; Potency, µM (doses to about 57.1 µM), for inactives: at the highest dose activity change, negative = inhibition, actives largely listed as inhibitors; actives 0.52% (n = 330,000); AID 485341;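 note: potency is the fitted concentration of half-maximal effect; plate controls were no compound for no effect and no enzyme for full effect; nearly all actives have a fitted effect of over 20% in size; some results filed as inactive show a strong effect at the top dose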
# Target sequence (P00811 whole entry, looked up): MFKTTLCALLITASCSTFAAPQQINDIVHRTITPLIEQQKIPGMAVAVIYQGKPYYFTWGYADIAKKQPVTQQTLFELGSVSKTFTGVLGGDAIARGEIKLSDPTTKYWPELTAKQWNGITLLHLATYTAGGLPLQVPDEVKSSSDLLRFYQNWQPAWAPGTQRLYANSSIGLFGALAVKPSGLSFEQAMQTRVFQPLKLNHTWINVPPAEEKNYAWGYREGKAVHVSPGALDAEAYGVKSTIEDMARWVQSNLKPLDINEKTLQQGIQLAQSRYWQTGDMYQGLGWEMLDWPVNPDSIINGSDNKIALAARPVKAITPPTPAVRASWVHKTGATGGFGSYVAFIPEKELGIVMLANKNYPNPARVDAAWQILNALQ
#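 20 mM phosphate pH 7.0 + 0.01% (detergent screen) or 0.0001% Triton X-100; 5.3 nM AmpC reagent; cpd preinc 15 min RT; nitrocefin (800 uM stock) to start; A480 q20 s × 4 min; Activity was normalised to no-enzyme and no-compound control wells.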
# Tb PYK inh: blocks Trypanosoma brucei pyruvate kinase. AID 624173. Q57TT1. TbPYK enzyme, Kinase-Glo Plus ATP luminescence, 45 min. Potency, µM (doses to about 76.8 µM), for the others: at the top dose activity, negative = inhibition, hits mostly inhibitors. actives 0.12% (n = 410,000); note: potency is the fitted concentration of half-maximal effect; % is set by controls: 0 for no effect and ±100 for the full control effect; nearly all actives have a fitted effect of over 50% in size
#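 TbPYK + substrate in 50 mM TEA pH 7.2, 100 mM KCl, 10 mM MgCl2, 0.05% BSA, 0.01% Tween-20; cpd pinned; ADP 130 uM final; 45 min RT; Kinase-Glo Plus 10 min; luminescence endpoint.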
# CHX counter: counter-screen hit for Shiga toxin inhibitors, cycloheximide; max response, %; actives 12% (n = 300,000); cell reporter, cycloheximide protein synthesis inhibition counterscreen; in the data active = max response mostly above about 13%, no sharp cut-off; inactive = mostly below about 14%; note: read at 38.3 µM for the half of the compounds with a filed dose; 0% is about no effect
# LmPK inh: blocks Leishmania mexicana pyruvate kinase activity; Potency, µM (top dose mostly 57.5 µM), for the others: top-dose activity change, negative = inhibition, hits mostly inhibitors; actives 0.37% (n = 290,000); purified LmPK, Kinase-Glo ATP luminescence, 1 h; note: potency is the fitted concentration of half-maximal effect; % is set by controls: 0 for no effect and ±100 for the full control effect
# Target sequence (Q27686 whole entry, looked up): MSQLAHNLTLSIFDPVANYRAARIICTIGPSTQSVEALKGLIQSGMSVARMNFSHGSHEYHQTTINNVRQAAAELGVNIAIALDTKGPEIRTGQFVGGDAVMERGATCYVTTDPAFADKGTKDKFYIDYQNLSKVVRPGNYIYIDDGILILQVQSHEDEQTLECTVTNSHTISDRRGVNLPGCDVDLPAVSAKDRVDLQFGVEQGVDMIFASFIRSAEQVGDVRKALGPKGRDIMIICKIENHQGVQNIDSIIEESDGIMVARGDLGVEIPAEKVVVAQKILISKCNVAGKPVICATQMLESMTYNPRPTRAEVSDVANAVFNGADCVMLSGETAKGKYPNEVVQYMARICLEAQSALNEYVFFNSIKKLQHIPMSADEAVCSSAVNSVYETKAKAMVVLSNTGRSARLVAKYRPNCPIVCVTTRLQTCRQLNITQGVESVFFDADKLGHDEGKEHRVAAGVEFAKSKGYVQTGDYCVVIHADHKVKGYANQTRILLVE
#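 In 50 mM imidazole pH 7.2 with 7 mM MgCl2, LmPK (0.1 nM) turned over PEP (0.5 mM) and ADP (0.1 mM) for 1 h at room temperature. Luciferase read-out of ATP.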
# Pf growth 96h: P. falciparum growth inhibition at 96 hour, primary screen for plastid delayed-death inhibitors. AID 504834. P. falciparum luciferase reporter growth, 96 h. Potency, µM (series often up to 28.7 µM), inactives show at the top dose activity change, negative = inhibition, hits mostly inhibitors. actives 6.9% (n = 320,000); note: potency is the fitted concentration of half-maximal effect; % is set by controls: 0 for no effect and ±100 for the full control effect
#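 Two parasite generations (96 h, 37 C, 5% CO2) of compound exposure in infected erythrocytes (0.05% parasitemia, 2% hematocrit). Luciferase-reporter P. falciparum; decreased luminescence indicates inhibited growth, aimed at apicoplast-acting delayed death.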
# Pf growth 48h: P. falciparum growth inhibition at 48 hours (one generation); P. falciparum luciferase growth in erythrocytes, 48 h; Potency, µM (series often up to 28.7 µM), for inactives: top-dose activity change, negative = inhibition, usual class: inhibitors; actives 5.9% (n = 310,000); AID 504832; note: potency is the fitted concentration of half-maximal effect; % is set by controls: 0 for no effect and ±100 for the full control effect
#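 Luminescence readout; reporter = integrated firefly luciferase in P. falciparum. RBC culture at 2% hematocrit, 0.1% parasitemia final, 37 C/5% CO2; decreased signal taken as growth inhibition.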
# An asterisk follows results filed as active; ? = inconclusive; / = not tested or not shown; & = joins results of further samples; [ ] = remark or other dose. Unless noted, calls come from the whole dose curve; as a rule, active = well fitted curve in the direction sought with a large enough effect; inconclusive = small, poorly fitted or top-dose-only effect, or another doubt; inactive = no such curve, though single readings can be large; an effect the other way counts as inactive or inconclusive. Rows are unselected; any-hit rate near 22%.
# Results follow in this order: Shiga inhibitor | AmpC inh no detg | Tb PYK inh | CHX counter | LmPK inh | Pf growth 96h | Pf growth 48h
Cc1ccc(C(=O)Nc2cccc(-c3ccc(N4CCOCC4)nn3)c2)cc1[N+](=O)[O-]
  / | 34.0% | -7.6% | / | / | ? | -34.2%
CCC(=O)NC(c1ccc(OC)cc1)c1c(O)ccc2ccccc12 (stereo not drawn)
  -4.4 | -13.3% | 6.3% | -2.9 | -2.7% | -17.0% | ?
O=C(/C=C/c1ccco1)NC(=S)Nc1cc(-c2nc3ccccc3s2)ccc1Cl
  94.1* | -55.7% | 5.8% | 57.6* | 0.7% | -12.8% | 39.8%[activator]
CC(C(=O)O)C(=O)O
  / | -3.8% | 8.8% | / | / | 21.1% | 2.1%
COc1ccccc1CNc1nc2nc3c(c(=O)n2[nH]1)CCC3
  7.4 | -13.5% | 2.4% | -4.7 | 2.7% | 25.5% | 11.2%
O=C(CN(CC1CCCO1)C(=O)CCC(=O)Nc1nccs1)NCc1ccccc1 (stereo not drawn)
  13.0 | -13.7% | 2.3% | 0.4 | -4.4% | ? | 7.8%
CCOc1ccc(NC(=O)[C@@H]2CCC(=O)N2C2OC(=O)c3ccccc32)cc1 (stereo partly drawn)
  8.7 | -14.9% | 3.4% | 0.7 | -1.4% | -23.9% | 38.6%[activator]
CCCn1c2ccccc2c2cnn(CC(=O)NCCOC)c(=O)c21
  -12.1 | -2.1% | 0.1% | 6.9 | -1.3% | 27.0% | 49.6%[activator]
C[C@@]12CCC=C[C@H]1[C@H](c1ccc(C(F)(F)F)cc1)N(Cc1ccccc1)C2=O
  -3.2 | 102.4%[activator] | 4.4% | -3.6 | 6.0% | 10.4µM* | ?
CC1CCCCN1S(=O)(=O)c1ccc(C(=O)N(CCCN(C)C)c2nc3ccc(Br)cc3s2)cc1 (stereo not drawn)
  -2.9 | 228.0%[activator] | 0.4% | 12.6 | 9.6% | 0.0% | ?
OCCN(CC#CC(O)(c1ccccc1)c1ccccc1)CCO
  10.0 | -3.7% | -12.3% | 1.4 | -1.4% | 31.1%[activator] | 8.4%
O=S(=O)(c1ccccc1)N1CCN(CCO)CC1
  -6.8 | -8.1% | 1.2% | -0.2 | -3.6% | ? | 20.3%
Cc1c(NC(=O)C(=O)/C=C(/O)c2ccccc2)c(=O)n(-c2ccccc2)n1C
  -2.1 | 73.2%[activator] | 4.6% | -1.6 | 0.8% | -0.1% | 31.1%[activator]
Cc1nc(NCc2ccco2)c(C#N)c2c1COC(C)(C)C2
  -4.3 | -17.3% | 0.0% | -4.8 | 1.9% | ? | 5.5%
CCN1CCc2nc3sc(C(=O)Nc4cccnc4Cl)c(N)c3cc2C1
  11.3 | 32.8% | -18.8% | 10.1 | -8.2% | ? | ?
CN1CCN(S(=O)(=O)c2ccc(N(C)Cc3ccc(C(F)(F)F)cc3)c([N+](=O)[O-])c2)CC1
  / | 206.1%[activator] | -0.5% | / | / | ? | 10.4µM*
Cc1ccc(C(=O)NNC(=O)CSc2nnc(CNc3ccc(F)cc3)n2C)cc1
  -1.9 | -15.0% | / | 6.9 | 1.9% | 2.6% | 0.1%
Cc1cc2cc(CN(Cc3cccs3)Cc3nnnn3CC3CCCO3)c(=O)[nH]c2cc1C (stereo not drawn)
  -18.3 | 91.4%[activator] | 0.1% | 9.3 | 1.5% | 25.4% | ?
CCOC(=O)N1CCC(NS(=O)(=O)c2ccc3c(c2)C(C)(C)C(=O)N3C)CC1
  -2.1 | 0.6% | -20.2% | -1.0 | 0.6% | -25.7% | -2.7%
CCC(CC)C(=O)Nc1c2cnn(-c3ccccc3)c2nc(=O)n1-c1ccccc1
  -14.5 | -8.1% | 0.0% | 0.9 | 0.4% | -3.4% | 10.9%
Cc1ccc(N(CC(=O)NC2CCCC2)C(=O)c2ccc(C)s2)cc1
  13.8 | 2.0% | 0.9% | 2.5 | 6.2% | -3.7% | -19.9%
CC(=O)c1cccc(NC(=O)C2(c3ccccc3)CC2(Cl)Cl)c1 (stereo not drawn)
  -8.7 | -36.3% | 2.1% | 9.2 | 2.9% | -42.4% | ?
Cc1cc2c(SCC(=O)NC3CCCC3)ncnc2s1
  22.8 | -5.5% | 1.0% | 15.8 | -1.7% | 1.9% | -6.5%
CC(=O)c1cccc(NC(=O)Nc2csc3c2CCCC3)c1
  16.1 | -39.8% | -0.5% | 11.3 | -0.7% | ? | -2.6%
CCn1c2ccccc2c2cc(CN3CCN(Cc4cc(OC)ccc4O)CC3)ccc21
  24.8 | 63.2%[activator] | -11.8% | 8.3 | -6.7% | 52.7%[activator] | 1.17µM*
O=C(Nc1ccccn1)c1onc2c1CCCC2
  9.6 | -15.5% | ? | 29.7* | 11.2µM* | 110.1%[activator] | 48.1%[activator]
COC(=O)c1cc2ccccc2oc1=O
  6.3 | -11.8% | -17.1% | 14.2 | 0.2% | / | -0.1%
CC1(c2ccccc2Cl)NC(=O)N(CC(=O)Nc2ccc3c(c2)OCO3)C1=O (stereo not drawn)
  -4.8 | -33.1% | 3.9% | -3.0 | 13.6% | ? | ?
Cc1ccc(NC(=O)CN2C(=O)CC(C)S(=O)(=O)c3ccccc32)cc1 (stereo not drawn)
  -7.2 | 22.0% | 3.2% | 0.6 | 5.7% | -12.3% | -0.6%
CN1C(=O)N(CN2CCCCC2)C2C1N(C)C(=O)N2CN1CCCCC1 (stereo not drawn)
  7.0 | -14.5% | -3.1% | -1.5 | 1.0% | -1.8% | 7.5%
CCCCC(=O)NS(=O)(=O)c1ccc(N=NN2CCCCC2)cc1
  -2.0 | -38.8% | -4.3% | -2.0 | 3.8% | 38.9%[activator] | 48.3%[activator]
COc1ccc(C2CC(c3ccccc3)=NN2c2ccc(S(N)(=O)=O)cc2)cc1 (stereo not drawn)
  15.2 | -23.3% | 3.0% | 12.6 | -3.3% | ? | 13.1µM*
CNC(=S)NNC(=O)c1sc2cc(C(F)(F)F)cnc2c1-c1cccnc1
  -11.4 | 1.3% | -3.6% | -4.4 | -20.4% | ? | ?
COc1ccc2c(c1)CCc1c(C(=O)NCC(C)C)noc1-2
  178.4* | -7.1% | 1.5% | 39.3* | -8.8% | ? | 320.1%[activator]
O=C(NC(=S)N1CCN(C/C=C/c2ccccc2)CC1)c1ccc(F)cc1
  13.9 | 24.5% | -8.7% | 0.7 | 6.6% | ? | 10.4µM*
O=C(Nc1ccc(NC(=O)c2ccc3c(c2)OCCO3)cc1)c1ccccc1
  22.5 | -11.6% | 4.3% | 8.2 | -6.6% | 30.1%[activator] | 16.0%
COc1cc2c(cc1OC)CN(CC(=O)Nc1ccccc1C(=O)NC1CC1)CC2
  / | -2.4% | 3.1% | / | / | -75.0% | ?
O=C(CN1CCN(c2ccc(F)cc2)CC1)Nc1ccc2c(c1)OCCO2
  30.8 | 13.4% | -5.1% | 8.6 | 9.7% | 19.9% | 17.3%
Cc1ccc2nc(NC(=O)C3CCN(c4ncnc5sc(C)c(C)c45)CC3)sc2c1
  20.6 | 13.2% | 2.3% | 18.2* | -7.6% | ? | -5.0%
O=C1CC(=O)C(n2cncn2)C(c2cccc(Cl)c2)C1 (stereo not drawn)
  -7.7 | -23.7% | 5.4% | -3.1 | 0.1% | 136.4%[activator] | 2.0%
CCN(CC)CCNC(=O)c1ccc(Cl)c(S(=O)(=O)Nc2ccc(Cl)cc2)c1
  -14.1 | -1.1% | 0.2%&1.0% | -2.4 | 2.8% | ? | /
CCN(CC)C(=O)C1CCN(S(=O)(=O)c2cccc3nonc23)CC1
  4.0 | -8.6% | 0.2% | 0.7 | 1.1% | / | 8.0%
CCOc1cc(NC(=S)NCc2ccco2)c(OCC)cc1NC(=O)c1ccco1
  14.1 | 7.4% | -1.6% | 6.2 | 3.1% | -23.8% | ?
Cc1ccc(SCc2ccc(C(=O)Nc3cccc([N+](=O)[O-])c3C)cc2)cc1
  4.7 | -20.5% | 2.9% | -3.1 | -0.9% | -1.7% | 1.0%
CCOCCCn1c(SCc2nc3sc(C(=O)O)c(C)c3c(=O)[nH]2)nnc1-c1ccc(Cl)cc1
  -18.5 | -27.4% | -17.8% | -3.9 | -4.9% | -27.0% | ?
Cc1nn(C)c(C(=O)NNC(=O)NC2CCCCC2)c1Cl
  -5.7 | 2.8% | 6.3% | 0.6 | -1.5% | 20.3% | -1.0%
COc1ccc(-n2nc3c(c2NC(=O)COc2ccccc2)CS(=O)(=O)C3)cc1
  -8.1 | -15.5% | -2.3% | -5.5 | 3.4% | ? | 2.3%
Cc1nn(C(C)C(=O)O)c(=O)c2c1sc1ccccc12 (stereo not drawn)
  48.1 | -34.1% | -3.4% | 60.3 | -0.5% | -6.4% | 129.4%[activator]
O=S(=O)(Cc1ccc(Cl)cc1)c1ccccc1-c1nnc(-c2ccccc2)o1
  4.8 | ? | -5.1% | 7.2 | 0.4% | -1.0% | -17.2%
COc1ccc(OCC(O)CNC(C)c2ccccc2)cc1 (stereo not drawn)
  -3.9 | 3.0% | 5.2% | 9.7 | -7.3% | ? | -16.1%
CCOc1cc(C2C3=C(CC(C)(C)CC3=O)N(C)C3=C2C(=O)CC(C)(C)C3)ccc1O
  / | -5.6% | -3.1% | -1.7 | -4.9% | 0.4% | ?
COc1ccc(NC(=O)c2ccco2)cc1NC(=O)c1c(F)c(F)c(OC)c(F)c1F
  -7.1 | -14.3% | 0.4% | -0.7 | 4.3% | / | -6.8%
O=C(O)c1ccc(Oc2ccc(S(=O)(=O)c3ccc(C(=O)O)c(C(=O)O)c3)cc2)cc1
  -8.9 | -17.2% | 2.9% | -1.4 | -4.1% | ? | -6.8%
COc1ccc(Cl)cc1C(=O)N1CCN(Cc2ccc3c(c2)OCO3)CC1
  5.7 | 62.7%[activator] | -2.3% | 2.9 | 1.0% | -3.2% | -25.7%
COc1ccc(C(C)=O)cc1COC(=O)CSC(C)C(=O)Nc1cc(C)on1 (stereo not drawn)
  / | -13.8% | -3.3% | / | / | 13.7% | -3.1%
COc1ccc(NS(=O)(=O)c2ccc(NS(=O)(=O)c3ccc(SC)cc3)cc2)c(OC)c1
  -9.4 | -27.2% | -2.1% | -2.6 | 5.7% | 22.7% | /
Cc1ccc(NC(=O)CN2C(=O)S/C(=C\c3cccn3C)C2=O)cc1
  3.9 | -21.3% | 0.0% | 4.2 | -0.4% | ? | ?

# Just Pf growth 96h and LmPK inh, for three of the compounds above:
Molecule	Pf growth 96h	LmPK inh
CCN(CC)CCNC(=O)c1ccc(Cl)c(S(=O)(=O)Nc2ccc(Cl)cc2)c1	?	2.8%
CCN(CC)C(=O)C1CCN(S(=O)(=O)c2cccc3nonc23)CC1	/	1.1%
CCOc1cc(NC(=S)NCc2ccco2)c(OCC)cc1NC(=O)c1ccco1	-23.8%	3.1%
